PABP1 MLLE inh: inhibitors of microRNA-mediated deadenylation, human PABP1 MLLE binding; P11940; GST-MLLE / FITC-PAM2 fluorescence polarization; inhibition, % at 20 µM; 0.36% of 360,000 active; AID 588489; in the data active means inhibition above about 35%, passing the limit was not always enough;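 further: plate controls were DMSO wells with GST-MLLE for no effect and wells lacking GST-MLLE protein for full effect; some results filed as inactive read as strong as hits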
MsrA inh: inhibitors of bovine MsrA | inhibition, % at 15.5 µM | AID 651718 | purified bovine MsrA, absorbance read-out | 0.75% of 360,000 active; in the data active means inhibition above about 4.5%;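 further: 0% = vehicle wells with enzyme and 100% = reference inhibitor wells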
Rpn11 block: Rpn11 (human) deubiquitinase inhibition | 0.59% of 360,000 active | calls only at 20 µM | AID 588493 | O00487 | human 26S proteasome, Ub4-pepOG fluorescence polarization; 20S core pre-blocked with epoxomicin;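 active means inhibition at 20 µM, scaled to each plate's controls, above about 33%, limit read from the data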
Rin1 Abl inh: blocks binding of human Rin1 to Abl; P00519+Q13671; 0.4% of 360,000 active; inhibition, % at 7.35 µM; TR-FRET Rin1/Abl binding, biochemical; in the data active means inhibition above about 5%, passing the limit was not always enough
Target sequence (P00519 whole entry, looked up): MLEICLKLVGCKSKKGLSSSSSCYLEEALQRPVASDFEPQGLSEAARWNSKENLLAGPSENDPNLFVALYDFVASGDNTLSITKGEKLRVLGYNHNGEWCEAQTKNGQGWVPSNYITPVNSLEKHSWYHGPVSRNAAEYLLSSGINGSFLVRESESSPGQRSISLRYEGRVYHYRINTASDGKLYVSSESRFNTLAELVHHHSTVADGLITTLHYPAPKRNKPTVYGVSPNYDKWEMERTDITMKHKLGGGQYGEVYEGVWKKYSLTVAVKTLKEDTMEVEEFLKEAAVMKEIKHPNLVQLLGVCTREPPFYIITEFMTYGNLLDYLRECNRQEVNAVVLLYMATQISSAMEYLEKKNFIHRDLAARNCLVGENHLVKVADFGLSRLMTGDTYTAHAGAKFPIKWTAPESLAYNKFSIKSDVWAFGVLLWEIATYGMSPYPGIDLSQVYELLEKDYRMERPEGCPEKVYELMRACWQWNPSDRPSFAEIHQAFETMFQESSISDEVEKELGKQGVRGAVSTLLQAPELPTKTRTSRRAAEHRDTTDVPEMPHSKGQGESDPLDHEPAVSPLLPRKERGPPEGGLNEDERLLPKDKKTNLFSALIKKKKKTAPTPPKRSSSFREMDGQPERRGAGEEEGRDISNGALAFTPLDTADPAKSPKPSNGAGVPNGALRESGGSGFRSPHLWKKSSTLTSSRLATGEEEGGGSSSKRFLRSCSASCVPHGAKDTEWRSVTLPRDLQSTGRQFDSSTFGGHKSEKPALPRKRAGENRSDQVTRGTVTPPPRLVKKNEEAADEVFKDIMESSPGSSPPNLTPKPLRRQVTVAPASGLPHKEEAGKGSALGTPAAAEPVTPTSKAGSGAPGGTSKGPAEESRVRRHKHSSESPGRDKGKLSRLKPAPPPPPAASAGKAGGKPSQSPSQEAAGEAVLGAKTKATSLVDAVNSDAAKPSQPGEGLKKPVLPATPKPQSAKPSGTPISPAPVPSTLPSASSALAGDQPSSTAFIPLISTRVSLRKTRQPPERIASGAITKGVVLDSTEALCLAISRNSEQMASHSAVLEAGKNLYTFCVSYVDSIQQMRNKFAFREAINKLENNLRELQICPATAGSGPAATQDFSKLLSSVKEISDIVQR
Target sequence (Q13671 whole entry, looked up): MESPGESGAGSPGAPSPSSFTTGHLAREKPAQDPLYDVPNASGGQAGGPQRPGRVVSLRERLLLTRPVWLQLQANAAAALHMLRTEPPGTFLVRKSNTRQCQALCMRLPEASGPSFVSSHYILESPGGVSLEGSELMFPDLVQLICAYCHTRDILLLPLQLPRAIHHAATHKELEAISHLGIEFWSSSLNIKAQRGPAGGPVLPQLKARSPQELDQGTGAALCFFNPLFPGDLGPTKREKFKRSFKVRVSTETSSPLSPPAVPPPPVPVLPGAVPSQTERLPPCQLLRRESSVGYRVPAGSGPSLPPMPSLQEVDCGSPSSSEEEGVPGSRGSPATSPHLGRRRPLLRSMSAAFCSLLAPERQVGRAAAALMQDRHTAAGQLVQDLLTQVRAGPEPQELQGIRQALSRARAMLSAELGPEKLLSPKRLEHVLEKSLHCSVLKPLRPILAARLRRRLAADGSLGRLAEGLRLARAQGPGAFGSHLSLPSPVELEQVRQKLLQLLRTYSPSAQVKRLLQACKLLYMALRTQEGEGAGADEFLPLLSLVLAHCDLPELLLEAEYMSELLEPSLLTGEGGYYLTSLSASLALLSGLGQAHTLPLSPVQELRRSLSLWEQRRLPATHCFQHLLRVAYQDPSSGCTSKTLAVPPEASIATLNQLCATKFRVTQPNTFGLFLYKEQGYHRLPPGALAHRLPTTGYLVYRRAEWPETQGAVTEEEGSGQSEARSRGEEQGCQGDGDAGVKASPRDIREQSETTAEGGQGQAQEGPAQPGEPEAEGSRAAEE
FAS TE block: blocks the thioesterase domain of human fatty acid synthase; P49327; recombinant FAS-TE, OMFH fluorogenic substrate, fluorescence endpoint; inhibition, % at 15 µM; 0.67% of 360,000 active;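 active means compounds whose normalised, plate-corrected inhibition of enzyme fluorescence in the single-dose primary screen is 50% or more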;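 further: 0% = DMSO with enzyme and 100% = substrate without enzyme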
MsrA act: activators of bovine methionine sulfoxide reductase A; purified bovine MsrA, absorbance read-out; activation, % at 10.6 µM; 0.3% of 360,000 active; in the data active means activation above about 7.5%;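 further: 0% = vehicle and 100% = reference activator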
CSN deneddyl inh: CSN deneddylation inhibition; Q92905; Purified CSN, SCF-Nedd8-OG deneddylation, fluorescence polarization; inhibition, % at 12.5 µM; 0.38% of 360,000 active;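 active means pattern-corrected inhibition above about 35%, with an unprinted fluorescence ratio check between 0.5 and 1.5, limit read from the data, passing the limit was not always enough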;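 further: 0% = enzyme with substrate and 100% = substrate without enzyme; some results filed as inactive read as strong as hits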
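Material: purified human Csn5 enzyme expressed in HEK293T cells / Medium: Tris buffer pH 7.5, NaCl, DTT, Tween-20, trehalose, ovalbumin / Compound dosing: 12.5 µM single point / Schedule: 90 min incubation of compound, enzyme and substrate at room temperature / Signal: fluorescence polarization of the substrate / Control set: no-enzyme wells high, enzyme-with-substrate wells low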
MT1-MMP act inh: inhibitors of human MT1-MMP activation | GFP/RFP ratio change, % at 20 µM | AID 651647 | 0.061% of 360,000 active | P50281 | HT1080 RFP-PRO-GFP cells, GFP/RFP ratio fluorescence, overnight; percent of plate control window, DMSO zero;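 active means GFP/RFP ratio change of at least 30% with cell ATP level not reduced by more than half and red fluorescence within 50% of control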; further: strong numbers were not always called active
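Compound: 20 µM single dose, 1% DMSO / System: HT1080 RFP-PRO-GFP cells / Controls: DMSO and RFP-L50D-GFP cell wells / Read-out basis: GFP/RFP fluorescence ratio / Schedule: overnight compound exposure at 37 °C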
eLon inh: inhibits E. coli Lon protease; P0A9M0; purified E. coli Lon protease, fluorescence polarization; AID 602123; 0.42% of 360,000 active; inhibition, % at 7.94 µM; in the data active means inhibition above about 13%, passing the limit was not always enough;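 further: 0% = enzyme with probe and DMSO and 100% = no enzyme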
Active calls of the source: *.

How did CCCc1ccc2oc(C(=O)N(C)Cc3nccs3)c(C)c2c1 do in these assays?
PABP1 MLLE inh: 14; MsrA inh: 0.9; Rpn11 block: inactive; Rin1 Abl inh: -1; FAS TE block: 3; MsrA act: -1; CSN deneddyl inh: 2; MT1-MMP act inh: -2; eLon inh: 2

What do the screens show for `Cc1ccc(C(=O)NCCN2C3=NC[C@@H](Cc4ccccc4)N3C[C@H]2Cc2ccc(O)cc2)cc1Br`?
PABP1 MLLE inh: 0; MsrA inh: -0.9; Rpn11 block: inactive; Rin1 Abl inh: 2; FAS TE block: -11; MsrA act: -1; CSN deneddyl inh: 15; MT1-MMP act inh: -2; eLon inh: -3

How did CN(C)/C(Cn1cncn1)=C1/N=C(c2ccccc2)OC1=O do in these assays?
PABP1 MLLE inh: -7; MsrA inh: 3.4; Rpn11 block: inactive; Rin1 Abl inh: -4; FAS TE block: -4; MsrA act: -13; CSN deneddyl inh: 1; MT1-MMP act inh: 2; eLon inh: -4

How did Cc1cccc(C)c1OCC(O)CN1CCN(c2ccccc2)CC1 (stereo not given) do in these assays?
PABP1 MLLE inh: -3; MsrA inh: -1.1; Rpn11 block: inactive; Rin1 Abl inh: 4; FAS TE block: 1; MsrA act: -4; CSN deneddyl inh: 1; MT1-MMP act inh: -4; eLon inh: -8

Results for Cc1cc(C(=O)CN2C(=O)c3ccccc3C2=O)c(C)n1C1CC1 ?
PABP1 MLLE inh: -3; MsrA inh: -1.2; Rpn11 block: inactive; Rin1 Abl inh: 0; FAS TE block: -4; MsrA act: -2; CSN deneddyl inh: 7; MT1-MMP act inh: -5; eLon inh: -4

How did Cc1cccc(N(CC(=O)NC(C)C)C(=O)CCC(=O)Nc2ccccn2)c1 do in these assays?
PABP1 MLLE inh: 5; MsrA inh: -0.6; Rpn11 block: inactive; Rin1 Abl inh: 2; FAS TE block: -4; MsrA act: -2; CSN deneddyl inh: 0; MT1-MMP act inh: 0; eLon inh: -2

Results for COc1ccc(C)cc1NC(=O)Cn1c(=O)oc2ccccc21 ?
PABP1 MLLE inh: 8; MsrA inh: -0.8; Rpn11 block: inactive; Rin1 Abl inh: -1; FAS TE block: -1; MsrA act: 0; CSN deneddyl inh: 4; MT1-MMP act inh: -4; eLon inh: 2

Results for COc1ccc(-c2cn(CCC(=O)NCc3ccc(C)cc3)c(-c3ccncc3)n2)cc1 ?
PABP1 MLLE inh: 12; MsrA inh: -0.1; Rpn11 block: inactive; Rin1 Abl inh: 1; FAS TE block: -5; MsrA act: -2; CSN deneddyl inh: -2; MT1-MMP act inh: -1; eLon inh: -3

How did CCC(=O)N1c2ccc(S(=O)(=O)N3CCOCC3)cc2CC1C (stereo not given) do in these assays?
PABP1 MLLE inh: -21; MsrA inh: -1.2; Rpn11 block: inactive; Rin1 Abl inh: 0; FAS TE block: -9; MsrA act: 0; CSN deneddyl inh: 1; MT1-MMP act inh: 2; eLon inh: 4

How did COc1ccc(CNC(=O)C2CCCN2CCc2ccccc2)cc1OC (stereo not given) do in these assays?
PABP1 MLLE inh: 1; MsrA inh: 0.1; Rpn11 block: inactive; Rin1 Abl inh: 2; FAS TE block: -4; MsrA act: -4; CSN deneddyl inh: 0; MT1-MMP act inh: 0; eLon inh: 3

How did CC(=O)c1cccc(NS(=O)(=O)c2ccc(N/C=C/C(=O)c3ccc(F)cc3)cc2)c1 do in these assays?
PABP1 MLLE inh: -30; MsrA inh: 0.1; Rpn11 block: inactive; Rin1 Abl inh: 0; FAS TE block: 32; MsrA act: -2; CSN deneddyl inh: -2; MT1-MMP act inh: -10; eLon inh: 3

What do the screens show for `Cc1nc2ncnn2c(Nc2ccc3c(c2)OCO3)c1Cc1ccccc1`?
PABP1 MLLE inh: 11; MsrA inh: 1.5; Rpn11 block: inactive; Rin1 Abl inh: -4; FAS TE block: 0; MsrA act: -3; CSN deneddyl inh: 4; MT1-MMP act inh: 4; eLon inh: -1

Results for COc1ccccc1CCC(=O)N1CCN(S(=O)(=O)c2cc(C(F)(F)F)ccc2Cl)CC1 ?
PABP1 MLLE inh: -9; MsrA inh: -0.5; Rpn11 block: inactive; Rin1 Abl inh: 6; FAS TE block: 18; MsrA act: -2; CSN deneddyl inh: -4; MT1-MMP act inh: -4; eLon inh: -5

What do the screens show for `Cc1cc(N2CCOCC2)ccc1/C=C1\NC(=O)N(CC(=O)Nc2ccccc2C)C1=O`?
PABP1 MLLE inh: -20; MsrA inh: 0.1; Rpn11 block: inactive; Rin1 Abl inh: 0; FAS TE block: -7; MsrA act: -7; CSN deneddyl inh: 0; MT1-MMP act inh: 1; eLon inh: 4

Results for Cc1ccc(S(=O)(=O)N2[C@H](c3ccc(Cl)cc3)CC(=O)[C@@H]3CN(S(=O)(=O)c4ccccc4C)[C@H](c4ccc(Cl)cc4)C[C@@H]32)cc1 ?
PABP1 MLLE inh: 2; MsrA inh: 0.5; Rpn11 block: inactive; Rin1 Abl inh: 1; FAS TE block: 18; MsrA act: -4; CSN deneddyl inh: -6; MT1-MMP act inh: 0; eLon inh: -7

Among those listed so far, these have an aryl methoxy group.
Results for COc1ccc(C)cc1NC(=O)Cn1c(=O)oc2ccccc21 ?
PABP1 MLLE inh: 8; MsrA inh: -0.8; Rpn11 block: inactive; Rin1 Abl inh: -1; FAS TE block: -1; MsrA act: 0; CSN deneddyl inh: 4; MT1-MMP act inh: -4; eLon inh: 2

Results for COc1ccc(-c2cn(CCC(=O)NCc3ccc(C)cc3)c(-c3ccncc3)n2)cc1 ?
PABP1 MLLE inh: 12; MsrA inh: -0.1; Rpn11 block: inactive; Rin1 Abl inh: 1; FAS TE block: -5; MsrA act: -2; CSN deneddyl inh: -2; MT1-MMP act inh: -1; eLon inh: -3

How did COc1ccc(CNC(=O)C2CCCN2CCc2ccccc2)cc1OC (stereo not given) do in these assays?
PABP1 MLLE inh: 1; MsrA inh: 0.1; Rpn11 block: inactive; Rin1 Abl inh: 2; FAS TE block: -4; MsrA act: -4; CSN deneddyl inh: 0; MT1-MMP act inh: 0; eLon inh: 3

Results for COc1ccccc1CCC(=O)N1CCN(S(=O)(=O)c2cc(C(F)(F)F)ccc2Cl)CC1 ?
PABP1 MLLE inh: -9; MsrA inh: -0.5; Rpn11 block: inactive; Rin1 Abl inh: 6; FAS TE block: 18; MsrA act: -2; CSN deneddyl inh: -4; MT1-MMP act inh: -4; eLon inh: -5

The main list resumes, starting 2 compounds before the break.
What do the screens show for `Cc1cc(N2CCOCC2)ccc1/C=C1\NC(=O)N(CC(=O)Nc2ccccc2C)C1=O`?
PABP1 MLLE inh: -20; MsrA inh: 0.1; Rpn11 block: inactive; Rin1 Abl inh: 0; FAS TE block: -7; MsrA act: -7; CSN deneddyl inh: 0; MT1-MMP act inh: 1; eLon inh: 4

Results for Cc1ccc(S(=O)(=O)N2[C@H](c3ccc(Cl)cc3)CC(=O)[C@@H]3CN(S(=O)(=O)c4ccccc4C)[C@H](c4ccc(Cl)cc4)C[C@@H]32)cc1 ?
PABP1 MLLE inh: 2; MsrA inh: 0.5; Rpn11 block: inactive; Rin1 Abl inh: 1; FAS TE block: 18; MsrA act: -4; CSN deneddyl inh: -6; MT1-MMP act inh: 0; eLon inh: -7

Results for CC1C(=O)C(C)(C)C(=O)OC1c1ccc([N+](=O)[O-])cc1 (stereo not given) ?
PABP1 MLLE inh: 4; MsrA inh: 0.3; Rpn11 block: inactive; Rin1 Abl inh: -3; FAS TE block: -1; MsrA act: -4; CSN deneddyl inh: -2; MT1-MMP act inh: -4; eLon inh: -7

Results for CC(C)CC(NC(=O)C1CCC(=O)N1C(=O)OCc1ccccc1)C(=O)NC(Cc1ccccc1)C(N)=O (stereo not given) ?
PABP1 MLLE inh: 2; MsrA inh: -1.9; Rpn11 block: inactive; Rin1 Abl inh: 1; FAS TE block: -10; MsrA act: 0; CSN deneddyl inh: 6; MT1-MMP act inh: -3; eLon inh: 0

What do the screens show for `CC1(C)CC(Cc2cccc(C(F)(F)F)c2)N(C(=O)OC(C)(C)C)C1` (stereo not given)?
PABP1 MLLE inh: -26; MsrA inh: -0.1; Rpn11 block: inactive; Rin1 Abl inh: -1; FAS TE block: 11; MsrA act: -3; CSN deneddyl inh: 5; MT1-MMP act inh: 2; eLon inh: -4

How did COc1ccc(C)cc1NC(=O)C(=O)N1CCCC1 do in these assays?
PABP1 MLLE inh: 1; MsrA inh: 0.5; Rpn11 block: inactive; Rin1 Abl inh: -4; FAS TE block: -2; MsrA act: -1; CSN deneddyl inh: 3; MT1-MMP act inh: 2; eLon inh: -1

Results for CC/C(=N\O)C(C)(C)/[N+]([O-])=C/c1ccc(Br)cc1 ?
PABP1 MLLE inh: 11; MsrA inh: -1.0; Rpn11 block: inactive; Rin1 Abl inh: 1; FAS TE block: -8; MsrA act: -6; CSN deneddyl inh: -2; MT1-MMP act inh: 4; eLon inh: -9

How did O=C(Nc1cccc(Cl)c1)c1ccc(S(=O)(=O)NCC2CCCO2)cc1 (stereo not given) do in these assays?
PABP1 MLLE inh: -8; MsrA inh: -1.1; Rpn11 block: inactive; Rin1 Abl inh: 0; FAS TE block: 1; MsrA act: -2; CSN deneddyl inh: -4; MT1-MMP act inh: -1; eLon inh: -4

Results for CC(=O)c1cccc(CN2CCC(CO)(Cc3ccccc3)CC2)c1 ?
PABP1 MLLE inh: -4; MsrA inh: -0.1; Rpn11 block: inactive; Rin1 Abl inh: 0; FAS TE block: -12; MsrA act: -14; CSN deneddyl inh: 3; MT1-MMP act inh: 2; eLon inh: -6

How did COc1cccc(NC(=O)NNC(=O)c2ccc3c(c2)NC(=O)C(C)(C)O3)c1 do in these assays?
PABP1 MLLE inh: -18; MsrA inh: 1.6; Rpn11 block: inactive; Rin1 Abl inh: -3; FAS TE block: -6; MsrA act: -2; CSN deneddyl inh: 5; MT1-MMP act inh: 3; eLon inh: -10

How did Cc1ccccc1N1CCN(C(=O)NCc2cccc(Cl)c2)CC1 do in these assays?
PABP1 MLLE inh: -1; MsrA inh: -0.6; Rpn11 block: inactive; Rin1 Abl inh: -1; FAS TE block: 14; MsrA act: -3; CSN deneddyl inh: -1; MT1-MMP act inh: 2; eLon inh: -3

What do the screens show for `O=C(CSc1ccc(Br)cc1)Nc1cccc(S(=O)(=O)N2CCOCC2)c1`?
PABP1 MLLE inh: 34; MsrA inh: -1.6; Rpn11 block: inactive; Rin1 Abl inh: -1; FAS TE block: 12; MsrA act: -6; CSN deneddyl inh: 7; MT1-MMP act inh: 5; eLon inh: 0

Results for O=C(CCl)c1ccc2c(c1)CCN2C(=O)C1CCCCC1 ?
PABP1 MLLE inh: -11; MsrA inh: 1.3; Rpn11 block: inactive; Rin1 Abl inh: 3; FAS TE block: 13; MsrA act: -5; CSN deneddyl inh: 7; MT1-MMP act inh: -1; eLon inh: 2

Results for O=C(CN1CCCCC1)Nc1ccc(S(=O)(=O)N2CCOCC2)cc1 ?
PABP1 MLLE inh: -5; MsrA inh: -0.7; Rpn11 block: inactive; Rin1 Abl inh: 1; FAS TE block: -6; MsrA act: -5; CSN deneddyl inh: 5; MT1-MMP act inh: -2; eLon inh: -3

How did CCOC(=O)C1(C)CCCCCN1C(=O)c1ccc(OC)c(C(F)(F)F)c1 (stereo not given) do in these assays?
PABP1 MLLE inh: -3; MsrA inh: 0.4; Rpn11 block: inactive; Rin1 Abl inh: 1; FAS TE block: 2; MsrA act: 2; CSN deneddyl inh: -2; MT1-MMP act inh: -4; eLon inh: 0

What do the screens show for `CCC(=O)Nc1ccc(S(=O)(=O)NCCc2ccccc2)cc1`?
PABP1 MLLE inh: 7; MsrA inh: -1.2; Rpn11 block: inactive; Rin1 Abl inh: 9; FAS TE block: -4; MsrA act: -10; CSN deneddyl inh: 0; MT1-MMP act inh: 8; eLon inh: -1

Bioassay records deposited in PubChem by several laboratories.
